# Avidin fluor: green autofluorescence of compounds with avidin beads – biophysical, 488/530 nm, flow cytometry, artefact control, profiling panel; hit rate 0.38% among 220,000; compound fluorescence 488/530 nm; hits give high values; fluorescence (KMESF) at 10 µM; in the data active = fluorescence above about 47; note: inactives centre near 10
# RGS7-Gao: RGS7-Galphao binding modulators, primary screen, biochemical, multiplexed bead flow cytometry; actives lie on both sides; binding response (% of control), % at 10 µM; hit rate 0.35% among 220,000; AID 1439, 2008; in the data active = binding response below about 49% or above about 150%; inconclusive = no clear call, values can overlap the other calls; inactive = in between;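 note: fluorescent Galphao held in activated GDP-AlF4 state binding bead-coupled RGS7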
# ABCG2 block: ABCG2 efflux pump inhibitors, primary screen, multiplex with ABCB1, IgMXP3 cells, flow cytometry; inhibition, % at 6.6 µM; JC-1 efflux; hit rate 0.1% among 190,000; Broad substrate specificity ATP-binding cassette transporter ABCG2 (Homo sapiens), Q9UNQ0;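 active = inhibition above 80%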;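 note: 0% = DMSO and 100% = nicardipine control wells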
#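 Times: 10 min at 25 °C | Test system: Two drug-resistant human cell lines, ABCG2 and ABCB1 | Quantity: 3 million cells/mL final, two lines in 1:1 ratio | Signal: Flow cytometry, 530 nm JC-1 signal | Dosing: Compound at 6.6 µM | Controls: Nicardipine and DMSO wells | Reagent: JC-1 as fluorescent efflux pump substrate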
# Bim-Mcl-1: inhibitors of Bim peptide binding to Mcl-1, primary screen, biochemical, bead-based flow cytometry, multiplex | Bim peptide-Mcl-1 binding | inhibition, % at 10 µM | hit rate 0.1% among 190,000 | Induced myeloid leukemia cell differentiation protein Mcl-1 (Homo sapiens), Q07820; in the data active = inhibition above about 40%;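 note: 0% = no compound tracer wells and 100% = peptide blocker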
# Mcl1 Bid PPI: Mcl-1/Bid binding inhibitors, primary screen, biochemical, TR-FRET, 1536-well; inhibition, % at 21.7 µM; hit rate 0.97% among 220,000; Induced myeloid leukemia cell differentiation protein Mcl-1 (Homo sapiens), Q07820; TR-FRET Mcl-1/Bid-Dy647 peptide binding;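 active = compounds that cut the binding signal by more than half at the single screening dose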;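 note: His-tagged Mcl-1 with europium anti-His antibody binding Bid BH3 peptide; 0% = Mcl-1 plus peptide wells and 100% = peptide-only wells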
# RGS8-Gao: RGS8-Galphao binding modulators, primary screen, biochemical, multiplexed bead flow cytometry; actives lie on both sides; AID 1423, 2008; response (percent of control binding), % at 10 µM; hit rate 0.34% among 220,000; in the data active = response below about 60% or above about 140%; inactive = in between;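 note: Galphao activated as the GDP aluminium fluoride complex binding bead-coupled RGS8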
# GSH fluor: compound fluorescence on glutathione beads, profiling panel, artefact control, biophysical, 488/530 nm, flow cytometry. GSH beads flow cytometry, compound fluorescence 488/530 nm; hits give high values. fluorescence (KMESF) at 10 µM. hit rate 0.25% among 190,000. AID 1776, 2009; in the data active = fluorescence above about 89;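 note: glutathione beads carrying GST-tagged Bcl family fusion proteins plus one bare bead set; values are compound well signal with DMSO vehicle wells as background; inactives centre near 16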
# ABCB1 block: ABCB1 efflux pump inhibitors, primary screen, cell-based, multiplex, flow cytometry, ABCG2 counter-screen; ATP-dependent translocase ABCB1 (Homo sapiens), P08183; CCRF-Adr cells, JC-1 efflux; inhibition, % at 6.6 µM; hit rate 0.067% among 190,000; in the data active = inhibition above about 40%;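 note: 0% = vehicle and 100% = reference inhibitor; higher value means more JC-1 retained so stronger ABCB1 efflux block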
# Target sequence (P08183 whole entry, looked up): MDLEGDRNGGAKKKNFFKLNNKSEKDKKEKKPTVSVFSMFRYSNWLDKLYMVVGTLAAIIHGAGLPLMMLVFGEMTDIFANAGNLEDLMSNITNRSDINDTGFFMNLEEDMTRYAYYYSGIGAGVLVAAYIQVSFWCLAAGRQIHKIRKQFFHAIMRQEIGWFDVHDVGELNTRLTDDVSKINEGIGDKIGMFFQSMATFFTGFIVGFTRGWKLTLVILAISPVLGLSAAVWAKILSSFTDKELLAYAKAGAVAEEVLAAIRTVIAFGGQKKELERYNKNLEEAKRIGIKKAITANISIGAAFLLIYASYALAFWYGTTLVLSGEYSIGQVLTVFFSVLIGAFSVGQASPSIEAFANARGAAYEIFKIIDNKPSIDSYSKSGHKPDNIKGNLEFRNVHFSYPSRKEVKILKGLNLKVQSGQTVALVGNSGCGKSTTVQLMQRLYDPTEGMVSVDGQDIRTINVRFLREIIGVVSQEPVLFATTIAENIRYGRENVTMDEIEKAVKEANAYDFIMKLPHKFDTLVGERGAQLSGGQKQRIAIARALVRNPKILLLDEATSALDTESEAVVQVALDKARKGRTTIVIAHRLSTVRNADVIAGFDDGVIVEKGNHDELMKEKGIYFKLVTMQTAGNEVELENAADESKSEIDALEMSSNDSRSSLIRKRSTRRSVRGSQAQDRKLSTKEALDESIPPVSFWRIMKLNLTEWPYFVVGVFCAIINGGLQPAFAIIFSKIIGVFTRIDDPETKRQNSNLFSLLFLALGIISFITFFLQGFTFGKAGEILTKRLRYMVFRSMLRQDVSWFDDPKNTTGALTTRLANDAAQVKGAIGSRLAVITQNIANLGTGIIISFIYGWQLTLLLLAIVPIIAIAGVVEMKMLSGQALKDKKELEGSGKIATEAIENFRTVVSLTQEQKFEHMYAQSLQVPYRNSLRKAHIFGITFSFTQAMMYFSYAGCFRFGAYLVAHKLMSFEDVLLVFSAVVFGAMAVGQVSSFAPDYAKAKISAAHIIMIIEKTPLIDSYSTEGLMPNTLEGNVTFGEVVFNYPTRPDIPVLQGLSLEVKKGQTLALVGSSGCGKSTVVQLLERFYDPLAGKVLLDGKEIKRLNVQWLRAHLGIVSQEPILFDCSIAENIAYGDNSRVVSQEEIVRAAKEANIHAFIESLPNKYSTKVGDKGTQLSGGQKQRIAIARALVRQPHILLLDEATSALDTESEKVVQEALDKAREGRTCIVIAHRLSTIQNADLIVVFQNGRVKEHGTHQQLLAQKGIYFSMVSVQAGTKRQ
# Pf gametocyte: late stage P. falciparum gametocyte viability inhibitors, primary screen, ATP luminescence, HTS; P. falciparum stage V gametocytes, 24 h; inhibition, % at 10.9 µM; hit rate 0.065% among 150,000; AID 743093, 2013;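 active = inhibition above the mean plus 3 SD of compounds within the control limits, set per campaign, cut at about 38% in these data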;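 note: 0% = DMSO wells and 100% = medium only without gametocytes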
# Mcl1 Noxa PPI: Mcl-1/Noxa binding inhibitors, primary screen, biochemical, TR-FRET, 1536-well; Induced myeloid leukemia cell differentiation protein Mcl-1 (Homo sapiens), Q07820; TR-FRET Mcl-1/Noxa peptide binding, 2 h; inhibition, % at 21.7 µM; hit rate 1.5% among 220,000; AID 1022, 2008;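 active = compounds that cut the protein-peptide binding signal by more than 50% relative to plate controls in a single-dose test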;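 note: His-tagged Mcl-1 with rhodamine Noxa BH3 peptide and terbium anti-His antibody; 0% = Mcl-1 plus Noxa peptide wells and 100% = peptide-only wells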
# RGS4-Gao reg: modulators of RGS4 binding to Galphao, primary screen, biochemical, multiplexed bead flow cytometry | binding response (% of control), % at 10 µM | actives lie on both sides | Guanine nucleotide-binding protein G(o) subunit alpha (Homo sapiens), P09471 | hit rate 0.33% among 220,000; in the data active = binding response below about 49% or above about 150%; inactive = in between;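 note: fluorescent Galphao activated with aluminum fluoride binding bead-coupled RGS4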
# Starred values were filed as active, the others as inactive; ? = inconclusive; . = not tested or not shown.
SMILES,Avidin fluor,RGS7-Gao,ABCG2 block,Bim-Mcl-1,Mcl1 Bid PPI,RGS8-Gao,GSH fluor,ABCB1 block,Pf gametocyte,Mcl1 Noxa PPI,RGS4-Gao reg
CCN1CCc2c(sc(NC(=O)c3ccc(S(=O)(=O)N4CCOCC4)cc3)c2C(N)=O)C1,17,100,5,5,-16,96,14,0.4,.,16,102
O=C(O)c1cc(S(=O)(=O)N2CCOCC2)ccc1N1CCCCC1,9,100,0,0,-8,98,21,-0.3,-6,11,97
O=C(NNC(=O)c1cccs1)c1ccc2ccccc2c1,9,?,0,0,-50,102,12,-0.7,-15,23,101
COC(=O)c1ccc(NC(=O)C(C)N2C(=O)c3ccccc3C2=O)cc1 (stereo not given),10,97,1,-2,-15,89,26,0.0,.,14,98
CC(=O)c1ccc(-n2c(-c3cc(-c4ccco4)[nH]n3)n[nH]c2=S)cc1,10,111,-1,-5,-91,101,82,-0.4,.,63*,110
O=C(CCc1ccc(S(=O)(=O)NCc2ccccc2)cc1)N1CCN(Cc2ccc3c(c2)OCO3)CC1,16,97,0,0,-6,93,12,0.1,.,45,86
COc1ccc(OC)c(-c2csc(N(C)C(=O)Cc3ccccc3)n2)c1,8,95,24,1,-14,95,15,1.4,-21,8,97
CCNc1nc(SCC(=O)OC)nc(N(C)C)n1,25,106,0,-3,-7,108,8,-0.3,-15,-5,105
CC1CCN(CC(O)COc2ccc(F)cc2)CC1 (stereo not given),6,97,-1,1,-30,99,16,-0.3,.,1,101
Cc1ccc(Cn2c(C(=O)O)cc3sccc32)cc1,13,99,-1,-4,5,101,23,-0.1,-15,30,102
COc1ccc(C(=O)c2no[n+]([O-])c2C(=O)c2ccc(OC)cc2)cc1,13,97,0,0,1,93,36,0.0,-4,28,99
O=C(CN1C(=O)C2CCCCC2C1=O)OCC(=O)c1ccc(Cl)s1 (stereo not given),22,108,1,0,-4,109,14,0.6,-2,2,109

# Just Avidin fluor and Mcl1 Bid PPI (2 entries from above):
compound | Avidin fluor | Mcl1 Bid PPI
COc1ccc(OC)c(-c2csc(N(C)C(=O)Cc3ccccc3)n2)c1 | 8 | -14
CCNc1nc(SCC(=O)OC)nc(N(C)C)n1 | 25 | -7

# Remaining list, next part.
SMILES,Avidin fluor,RGS7-Gao,ABCG2 block,Bim-Mcl-1,Mcl1 Bid PPI,RGS8-Gao,GSH fluor,ABCB1 block,Pf gametocyte,Mcl1 Noxa PPI,RGS4-Gao reg
COc1cccc2cc(C(C)N(CCCN3CCOCC3)C(=S)Nc3cccc(C)c3)oc12 (stereo not given),9,100,-1,-3,-32,100,24,0.3,1,12,103
CCOC(=O)c1ccc(OS(=O)(=O)c2ccccc2)c(OC)c1,7,96,56,-3,-20,93,10,0.7,-12,8,97
O=C(CNC(=O)Cn1cnc2sc3c(c2c1=O)CCCC3)NCc1ccccn1,7,98,-8,0,-34,99,11,-2.9,-30,-3,100
CCN(CC)S(=O)(=O)c1cccc(C(=O)Nc2nncs2)c1,23,99,1,-5,23,98,14,0.2,.,4,99
COC(=O)c1ccc(-c2ccco2)n1Cc1ccccc1Cl,17,70,0,-1,-13,82,10,0.1,6,-16,68
C/C(=N\Nc1cccc(Cl)c1)c1ccc(-n2ccnc2)cc1,12,107,6,-2,-19,104,21,0.3,7,17,109
CC(=O)NC(C(=O)c1ccccc1)C(=O)c1ccccc1,12,104,-3,-4,-7,106,23,-2.8,-3,44,105
COc1ccc(NC(=O)CSc2cc(C)nc3c(-c4ccccc4)cnn23)cc1,8,?,.,.,7,102,.,.,7,14,106
CN(C(=O)C1CCOC1)c1nnc(-c2cccnc2)s1 (stereo not given),7,101,3,-2,-21,99,57,0.8,.,-15,100
COc1ccc(/C=C/C(=O)NCc2cccnc2)cc1,4,106,12,0,-18,104,5,0.8,-3,20,103
C/C(CC(=O)Nc1ccccc1Cl)=N\NC(=O)C(=O)NCCO,4,107,-2,-2,-20,101,10,-0.8,-4,4,101
CCCCN(C)CCC(=O)Nc1ccc(C)cc1,9,101,2,-2,-38,95,6,0.2,5,2,99
CCCCC(=O)Nc1ccc(NC(=O)c2ccccc2[N+](=O)[O-])cc1OC,13,100,15,-1,-25,101,12,0.9,4,-9,102
CCOc1ccc(-c2nc(C)c(C(C)=O)n2O)cc1,33,105,0,-7,-48,101,17,-0.1,8,9,103
COc1ccc(-c2nc(C#N)c(NCc3ccco3)o2)cc1,10,?,8,0,-12,103,16,0.9,12,25,104
O=C(CSc1ccc2c(c1)OCCO2)NCC1CCCO1 (stereo not given),6,107,2,0,-32,109,13,0.4,.,-4,101
Cc1ccc(/C=C2/SC(=S)N(CCC(=O)N3CCN(c4ccccc4)CC3)C2=O)cc1,12,103,-2,0,-12,101,39,0.3,.,-12,98
O=C(CSCc1ccc(Cl)cc1)N/N=C/c1ccccc1,14,101,1,-1,-10,98,23,0.4,.,3,97
O=C(NC1CCSC1=O)c1ccc(Oc2cccc(C(F)(F)F)c2)nc1 (stereo not given),37,105,2,1,-8,102,12,0.4,.,19,106
CC1CCCCN1CCCNC(=O)c1cc(Br)c(Br)[nH]1 (stereo not given),7,98,2,-4,-46,98,17,0.7,0,17,98
Cc1csc2nc(CCNS(=O)(=O)c3ccc4c(c3)OCCO4)cn12,5,99,-2,-6,-18,98,20,-1.4,.,17,101
CN(C(=S)NCCN1CCOCC1)C(c1ccccc1)c1ccccc1,8,?,3,0,-6,96,15,0.7,-12,26,94
Cc1c(-n2c(SCC(=O)NC(C)C(C)C)nc3ccccc3c2=O)c(=O)n(-c2ccccc2)n1C (stereo not given),9,102,0,-2,-14,99,20,-0.3,5,13,103
COc1c2ccoc2nc2c(OC)c(O)ccc12,11,105,3,0,-17,106,14,0.2,.,27,99
Fc1ccc(Nc2nc(-c3cccnc3)cs2)cc1,9,98,6,1,-59,99,10,0.5,-11,12,97
CC(=O)Nc1cccc(NC(=O)CSc2ccc3nnc(CCNC(=O)c4ccccc4)n3n2)c1,10,102,1,-3,-15,100,23,-0.1,7,11,100
CCCc1nc2sc3c(c2c(=O)n1NC(=O)CCCl)CCCC3,17,94,1,0,-32,96,11,0.5,.,10,92
Cc1cc(C)c(NC(=O)CS(=O)CC(=O)Nc2ccc(F)cc2F)c(C)c1 (stereo not given),.,?,.,.,-14,102,.,.,9,-11,97
COc1ccc(C)cc1NC(=O)CCC(=O)Nc1ccc2nc(N3CCN(C)CC3)cc(C)c2c1,9,97,8,0,1,102,51,-0.2,.,16,96
Cc1ccc(S(=O)(=O)N2CCCCC2)cc1NC(=O)COC(=O)c1ccc(O)cc1,25,99,3,-2,-10,102,60,0.0,7,9,99
Cc1cccc(NC(=O)c2snc3c(=O)[nH]cnc23)c1,15,93,4,0,-17,94,13,0.4,.,-36,94
Cc1cc(C(C)(C)C)ccc1OCCN(C)C,11,95,2,-2,7,89,28,0.5,.,22,94
CCOC(=O)NC(=O)/C(N=Nc1cccc(C(F)(F)F)c1)=C(\C)O,9,91,13,0,-1,94,13,-0.3,.,-4,92
Cc1csc(SCC(=O)Nc2c(C)n(C)n(-c3ccccc3)c2=O)n1,4,115,1,3,-24,128,32,0.0,18,12,121
COc1ccc(S(=O)(=O)Nc2cc(C)on2)cc1OC,6,98,0,-8,-2,99,18,0.1,.,10,100
CCc1ccccc1NC(=O)C1NC(=O)CC1c1ccccc1 (stereo not given),8,97,4,0,-5,102,27,1.0,.,-1,102
CCC(C)NS(=O)(=O)c1cccs1 (stereo not given),14,109,0,-2,-3,106,31,0.2,10,13,110
COc1ccc(C)cc1NC(=O)CN1CCN(CC(=O)Nc2ccccc2F)CC1,5,96,9,0,-39,98,41,3.5,.,11,99
Cc1noc(C)c1CSc1nnc(-c2cc(Cl)ccc2Cl)n1N,3,100,4,-4,26,98,47,0.9,.,26,97
Cc1ccccc1NC(=O)NC(N)=O,13,?,4,1,-19,101,12,0.5,8,19,105
CC(=O)N/N=C(\C)c1ccc(Br)cc1Br,173*,?,0,-1,-43,84,18,-0.6,6,7,135
O/N=C/CCn1c(=S)sc2ccccc21,12,99,33,-3,-23,100,36,2.1,.,14,101

# Compounds above that contain an aryl thioether with sulfur outside any ring (seven):
SMILES,Avidin fluor,RGS7-Gao,ABCG2 block,Bim-Mcl-1,Mcl1 Bid PPI,RGS8-Gao,GSH fluor,ABCB1 block,Pf gametocyte,Mcl1 Noxa PPI,RGS4-Gao reg
CCNc1nc(SCC(=O)OC)nc(N(C)C)n1,25,106,0,-3,-7,108,8,-0.3,-15,-5,105
COc1ccc(NC(=O)CSc2cc(C)nc3c(-c4ccccc4)cnn23)cc1,8,?,.,.,7,102,.,.,7,14,106
O=C(CSc1ccc2c(c1)OCCO2)NCC1CCCO1 (stereo not given),6,107,2,0,-32,109,13,0.4,.,-4,101
Cc1c(-n2c(SCC(=O)NC(C)C(C)C)nc3ccccc3c2=O)c(=O)n(-c2ccccc2)n1C (stereo not given),9,102,0,-2,-14,99,20,-0.3,5,13,103
CC(=O)Nc1cccc(NC(=O)CSc2ccc3nnc(CCNC(=O)c4ccccc4)n3n2)c1,10,102,1,-3,-15,100,23,-0.1,7,11,100
Cc1csc(SCC(=O)Nc2c(C)n(C)n(-c3ccccc3)c2=O)n1,4,115,1,3,-24,128,32,0.0,18,12,121
Cc1noc(C)c1CSc1nnc(-c2cc(Cl)ccc2Cl)n1N,3,100,4,-4,26,98,47,0.9,.,26,97

# Screening results as filed in PubChem.
